Assay outcomes from PubChem BioAssay.
USP2a inh = blocks human ubiquitin-specific protease USP2a; O75604; USP2 core, Ub-CHOP2 coupled fluorogenic reporter, 485/531; Potency, µM (top dose mostly 38.3 µM), for inactives: at the top dose activity change, negative = inhibition, actives largely listed as inhibitors; 0.01% of 330,000 active; AID 463254;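 also: potency is read from the fitted curve at half-maximal effect; plate controls were DMSO wells for no effect and full inhibition by NEM control for full effect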
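Cell-free coupled assay: 10nM USP2 core preincubated 30min RT with compound in Tris-HCl pH 8.0/CaCl2/CHAPS buffer, then 25nM Ub-CHOP2 and 25nM reporter substrate; fluorescence (Ex 485/Em 531) read after 60min RT, normalized to NEM inhibition, concentration-response curves fitted.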
hERG WT inh = KCNH2 (human, wildtype) channel inhibition | U2OS, BacMam KCNH2, thallium flux FluxOr; stronger effect = lower value | Q12809 | 0.37% of 340,000 active | activity change, % at 1.84 µM;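 active = maximum activity change below -70%; inconclusive = maximum activity change between -70% and -50%; inactive = maximum activity change above -50%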; also: % is scaled to controls: 0 for no effect and ±100 for the full control effect
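U2OS cells transduced with wild-type KCNH2 virus are loaded with FluxOr dye for 45 min, and thallium flux is measured in kinetic reads before and after stimulation buffer. Rate constants are normalized to DMSO controls.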
Menin MLL FP TR = menin-MLL binding inhibition, Texas Red mutant peptide | Potency, µM (series often up to 61.6 µM), for inactives: top-dose FP activity change, negative = inhibition, actives largely listed as inhibitors | Menin + Texas Red MLL mutant peptide, fluorescence polarization | 0.23% of 270,000 active | O00255; active = well fitted inhibition curve with a large enough effect in the polarisation, with a control signal flat, not every such curve was filed as active; inconclusive = small, poorly fitted or top-dose-only effect, or effect the other way, or a change in a side signal; inactive = no such curve, though single readings can be large or run the other way; the % refers to the polarisation; also: potency is read from the fitted curve at half-maximal effect; % of control where 0% means no effect; many of its hits are not listed in these tables
TRPV1 ag = human TRPV1 agonism; activation, % at 8.33 µM; TRPV1-expressing cells, Fluo-8 calcium influx, agonist mode; 0.19% of 320,000 active; in the data active = activation above about 80%; inconclusive = between about 30% and that limit; also: 0% is about no effect
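Fluo-8 calcium influx in TRPV1-expressing cells, kinetic read (ex 480/em 520 nm). Compound added and read 3 min for agonist activity, followed by capsaicin at EC20 final and 2 min further read for enhancement.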
Giardia kill = kills Giardia lamblia | activity change, % at 7.66 µM, hits read low | AID 540267 | Giardia lamblia trophozoite viability | 0.15% of 340,000 active; in the data active = activity change below about -80%; inconclusive = between about -30% and that limit;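 also: parasites exposed to compound for two days anaerobically before the ATP read; % is scaled to controls: 0 for no effect and ±100 for the full control effect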
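Anaerobic 48 hrs incubation at 37 deg C of 100 trophozoites/well with test compounds; ATPLite 1-Step luminescence, 15-30 min RT, reports cellular ATP as viability.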
Coupling enz = inhibits coupling enzyme system, counter-screen for aldolase hits; activity change, negative = inhibition, % at 58.2 µM, hits read low; AID 2472; coupling enzyme system counterscreen, AmpLite Red fluorescence; 0.67% of 290,000 active; in the data active = activity change below about -30%; also: % is scaled to controls: 0 for no effect and ±100 for the full control effect
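First, compound is pin-transferred into glyceraldehyde-3-phosphate coupling-enzyme reagent at 57.5 uM final and held 10 min at RT. Next, substrate, coupling system and AmpLite Red are added. After 20 min RT, fluorescence (525/598 nm) is read.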
PKM2 act = PKM2 (human) enzyme activation | P14618 | purified PKM2, Kinase-Glo ATP luminescence, activation; response scale: 0% is enzyme alone, no compound | Potency, µM (top dose mostly 57.5 µM), inactives show at the top dose activation, usual class: activators | 0.34% of 260,000 active | AID 1631; also: potency is read from the fitted curve at half-maximal effect; % is scaled to controls: 0 for no effect and ±100 for the full control effect; nearly all actives have a fitted effect of over 55% in size
Target sequence (P14618 whole entry, looked up): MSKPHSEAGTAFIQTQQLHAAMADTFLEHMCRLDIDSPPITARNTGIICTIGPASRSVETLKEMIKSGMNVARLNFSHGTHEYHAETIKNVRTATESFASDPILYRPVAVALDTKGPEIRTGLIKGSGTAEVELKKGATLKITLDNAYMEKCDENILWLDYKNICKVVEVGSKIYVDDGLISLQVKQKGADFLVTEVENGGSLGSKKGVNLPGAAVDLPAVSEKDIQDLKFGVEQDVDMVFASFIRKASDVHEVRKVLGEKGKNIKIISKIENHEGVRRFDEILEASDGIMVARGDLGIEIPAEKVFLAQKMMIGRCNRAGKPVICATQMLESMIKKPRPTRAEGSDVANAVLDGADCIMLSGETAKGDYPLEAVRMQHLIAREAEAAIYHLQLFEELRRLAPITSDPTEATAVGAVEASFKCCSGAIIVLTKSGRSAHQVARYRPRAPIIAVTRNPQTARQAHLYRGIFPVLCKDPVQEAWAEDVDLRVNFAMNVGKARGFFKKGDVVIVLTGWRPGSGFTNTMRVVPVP
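ATP formation by purified human PK-M2, quantified via coupled luciferase luminescence after 1 h at room temperature with 0.1 mM ADP and 0.5 mM PEP final.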
B2AR arrestin = beta2AR (human) beta-arrestin recruitment activity; beta-arrestin recruitment to beta2AR, cell-based reporter; Potency, µM (highest dose often 46.1 µM), without a hit: top-dose activation, most hits filed as activators; 0.02% of 330,000 active;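 also: potency is read from the fitted curve at half-maximal effect; 0% = DMSO controls and full agonism = EC100 isoproterenol or metaproterenol; nearly all actives have a fitted effect of over 65% in size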
KCNH2 3.1 inh = inhibitors of human KCNH2 3.1 potassium channel isoform; activity change, % (tested at about 1.8 µM); 0.95% of 340,000 active; U2OS KCNH2 3.1, thallium flux FluxOr; stronger effect = lower value;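 active = maximum activity change below -70%; inconclusive = maximum activity change from -70% to -50%; inactive = maximum activity change above -50%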;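 also: thallium influx rate constant from kinetic fluorescence after stimulation buffer; % is scaled to controls: 0 for no effect and ±100 for the full control effect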
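Normalized rate constant (relative to positive and negative DMSO controls) derived from a 2 min kinetic fluorescence read after stimulation; U2OS cells expressing the 3.1 isoform via virus at 1.77 x 10^8 /mL.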
GALK inh = blocks human galactokinase activity. Purified GALK, Kinase-Glo residual ATP luminescence. Potency, µM (titrated, usually from 57.5 µM), without a hit: top-dose activity change, negative = inhibition, most hits filed as inhibitors. AID 1868. P51570. 0.007% of 270,000 active; also: potency is read from the fitted curve at half-maximal effect; % is scaled to controls: 0 for no effect and ±100 for the full control effect
Target sequence (P51570 whole entry, looked up): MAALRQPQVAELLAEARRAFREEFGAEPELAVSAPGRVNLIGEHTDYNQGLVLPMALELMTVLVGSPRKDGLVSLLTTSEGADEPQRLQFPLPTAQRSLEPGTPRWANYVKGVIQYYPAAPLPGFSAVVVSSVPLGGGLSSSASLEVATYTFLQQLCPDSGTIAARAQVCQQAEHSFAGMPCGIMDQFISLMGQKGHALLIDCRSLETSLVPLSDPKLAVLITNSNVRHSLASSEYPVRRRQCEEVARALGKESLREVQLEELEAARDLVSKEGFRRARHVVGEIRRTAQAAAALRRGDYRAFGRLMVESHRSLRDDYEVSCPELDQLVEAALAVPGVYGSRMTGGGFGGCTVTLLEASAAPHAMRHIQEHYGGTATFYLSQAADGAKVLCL
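5 nM enzyme, 35 uM ATP, 100 uM galactose, 20 mM HEPES pH8.0, 5 mM MgCl2; 1 h RT; residual ATP by Kinase-Glo Plus luminescence, qHTS format.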
CXXC DNA block = inhibitors of human MLL CXXC domain-DNA interaction. MLL-CXXC / FITC-HOXA9 DNA fluorescence polarization. Potency, µM (series often up to 115 µM), inactives show top-dose activity change, negative = inhibition, most hits filed as inhibitors. 0.037% of 290,000 active. AID 2662; active = well fitted inhibition curve with a large enough effect in the polarisation, with a control signal flat, not every such curve was filed as active; inconclusive = small, poorly fitted or top-dose-only effect, or effect the other way, or a change in a side signal; inactive = no such curve, though single readings can be large or run the other way; the % refers to the polarisation; also: potency is read from the fitted curve at half-maximal effect
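Fluorescence polarization: 7 uM MLL-CXXC (stock) preincubated 5 min with compounds, then 50 nM fluorescein-HOX-A9 DNA (stock) added; 30 min ambient. Buffer 50 mM Tris-HCl pH 7.5, 50 mM NaCl, 1 mM DTT, 0.05% BSA.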
Starred values were filed as active, the others as inactive; [ ] = dose if it differs, or a comment. Unless noted, calls follow the shape of the dose curve; as a rule, active = well fitted curve in the direction sought with a large enough effect; inconclusive = small, poorly fitted or top-dose-only effect, or another doubt; inactive = no such curve, though single readings can be large; an effect the other way counts as inactive or inconclusive. This is a subset; count on the stated rates, not on these rows.

What do the screens show for `CC(C)C(c1nnnn1Cc1ccco1)N1CCC(C(N)=O)CC1` (stereo unspecified)?
USP2a inh: 4%; hERG WT inh: 3; Menin MLL FP TR: -14%; TRPV1 ag: 3; Giardia kill: -13; Coupling enz: 3; PKM2 act: 2%; B2AR arrestin: -0.7%; KCNH2 3.1 inh: 2; GALK inh: 0%; CXXC DNA block: 9%

What do the screens show for `Cc1c(C)c2ccc(OC(C)C(=O)NCCc3c[nH]c4ccccc34)cc2oc1=O` (stereo unspecified)?
USP2a inh: 2%; hERG WT inh: -4; Menin MLL FP TR: -20%; TRPV1 ag: 8; Giardia kill: -29; Coupling enz: -3; PKM2 act: 2%; B2AR arrestin: -0.7%; KCNH2 3.1 inh: -3; CXXC DNA block: -2%

What do the screens show for `O=C(NCc1ccc2c(c1)OCO2)c1cccc(F)c1`?
USP2a inh: 5%; hERG WT inh: -15; Menin MLL FP TR: -1%; TRPV1 ag: 19; Giardia kill: -4; Coupling enz: 2; PKM2 act: 16%; B2AR arrestin: -0.2%; KCNH2 3.1 inh: 1; GALK inh: 8%; CXXC DNA block: 4%

How did O=C(Cn1c(SCC(=O)N2CCCc3ccccc32)nc2ccccc21)N1CCCC1 do in these assays?
USP2a inh: 5%; hERG WT inh: 27; Menin MLL FP TR: 16%; TRPV1 ag: 0; Giardia kill: 9; Coupling enz: 1; PKM2 act: -2%; B2AR arrestin: -0.4%; KCNH2 3.1 inh: 2; GALK inh: -3%; CXXC DNA block: 4%

Results for CC(CN1CCOCC1)OC(=O)CCc1ccccc1 (stereo unspecified) ?
USP2a inh: -3%; hERG WT inh: inactive; Menin MLL FP TR: -14%; TRPV1 ag: 1; Giardia kill: 17; Coupling enz: -2; PKM2 act: 11%; B2AR arrestin: -1.4%; KCNH2 3.1 inh: 2; GALK inh: -4%; CXXC DNA block: 1%

Results for O=C(c1cc2c(ccc3ccccc32)oc1=O)N1CCCC1 ?
USP2a inh: 0%; hERG WT inh: -9; Menin MLL FP TR: 1%; TRPV1 ag: 1; Giardia kill: 5; Coupling enz: -1; PKM2 act: -1%; B2AR arrestin: 3.7%; KCNH2 3.1 inh: 18; GALK inh: 2%; CXXC DNA block: 2%

How did CCc1c(C)nc(SCC(=O)NNC(=O)Cc2ccc(OC)cc2)[nH]c1=O do in these assays?
USP2a inh: 7%; hERG WT inh: -7; TRPV1 ag: 4; Giardia kill: 2; Coupling enz: 2; PKM2 act: 2%; B2AR arrestin: 3.1%; KCNH2 3.1 inh: -18; CXXC DNA block: 13%

Results for CCOc1ccc(C2c3[nH]c4ccccc4c3C[C@H]3C(=O)N(C4CCN(Cc5ccccc5)CC4)CC(=O)N23)cc1OC (stereo partly specified) ?
USP2a inh: 4%; hERG WT inh: -1; Menin MLL FP TR: inconclusive; TRPV1 ag: -5; Giardia kill: 27; Coupling enz: -1; B2AR arrestin: 0.5%; KCNH2 3.1 inh: -46; GALK inh: 2%; CXXC DNA block: 4%

What do the screens show for `CCOC(=O)c1cc(-c2ccc(F)cc2)n(CCC(=O)NC2CCN(Cc3ccccc3)CC2)c1C`?
USP2a inh: -6%; hERG WT inh: 10; Menin MLL FP TR: -17%; TRPV1 ag: 10; Giardia kill: -6; Coupling enz: 2; PKM2 act: 2%; B2AR arrestin: -0.1%; KCNH2 3.1 inh: -20; GALK inh: -1%; CXXC DNA block: -13%

Results for CCCCN(CCO)c1ncnc2sc(-c3ccccc3)cc12 ?
USP2a inh: 2%; hERG WT inh: 8; Menin MLL FP TR: inconclusive; TRPV1 ag: 8; Giardia kill: 11; Coupling enz: 3; B2AR arrestin: 0.0%; KCNH2 3.1 inh: 3; GALK inh: -5%; CXXC DNA block: -7%

How did COCC1CCCCN1C(=O)c1cccc(OC2CCN(C(=O)C3CC3)CC2)c1 (stereo unspecified) do in these assays?
USP2a inh: 2%; hERG WT inh: 9; TRPV1 ag: -2; Giardia kill: -9; PKM2 act: 1%; B2AR arrestin: 0.5%; KCNH2 3.1 inh: -16; GALK inh: -5%; CXXC DNA block: -12%

What do the screens show for `O=C(c1cc(S(=O)(=O)N2CCCCC2)ccc1F)N1CCCCC1`?
USP2a inh: 0%; hERG WT inh: -1; Menin MLL FP TR: -4%; TRPV1 ag: 3; Giardia kill: -6; Coupling enz: -1; PKM2 act: -4%; B2AR arrestin: -0.3%; KCNH2 3.1 inh: 14; GALK inh: -1%; CXXC DNA block: 1%

What do the screens show for `CNC(=O)c1cc(NC(=O)CCn2nc(-c3ccc(C)cc3)c3ccccc3c2=O)ccc1OC`?
USP2a inh: 8%; hERG WT inh: 2; TRPV1 ag: 7; Giardia kill: 10; Coupling enz: 4; PKM2 act: -2%; B2AR arrestin: -0.7%; KCNH2 3.1 inh: -21; GALK inh: -2%; CXXC DNA block: 6%

How did Cc1nc2ccccc2n1Cc1ccccc1 do in these assays?
USP2a inh: 1%; hERG WT inh: -1; Menin MLL FP TR: -24%; TRPV1 ag: -1; Giardia kill: -3; Coupling enz: 0; PKM2 act: 0%; B2AR arrestin: 0.4%; KCNH2 3.1 inh: 6; GALK inh: 3%; CXXC DNA block: -2%

How did COc1ccc(CN(C(=O)c2oc3ccccc3c2C)C2CCS(=O)(=O)C2)cc1OC (stereo unspecified) do in these assays?
USP2a inh: 2%; hERG WT inh: 3; Menin MLL FP TR: inconclusive; TRPV1 ag: -1; Giardia kill: -10; Coupling enz: -4; PKM2 act: 6%; B2AR arrestin: 0.3%; KCNH2 3.1 inh: 7; GALK inh: 0%; CXXC DNA block: 7%

Results for O=C1CSC(c2cn(-c3ccccc3)nc2-c2cc3ccccc3oc2=O)N1Cc1ccco1 (stereo unspecified) ?
USP2a inh: 1%; hERG WT inh: -1; Menin MLL FP TR: inconclusive; TRPV1 ag: 12; Giardia kill: 4; Coupling enz: -3; PKM2 act: 5%; B2AR arrestin: 0.0%; KCNH2 3.1 inh: 3; GALK inh: -2%; CXXC DNA block: -1%

Results for Cc1ccc(N(Cc2ccccc2F)S(C)(=O)=O)c(C)c1 ?
USP2a inh: -1%; hERG WT inh: 4; Menin MLL FP TR: -6%; TRPV1 ag: 0; Giardia kill: -19; Coupling enz: -1; PKM2 act: 1%; B2AR arrestin: -0.3%; KCNH2 3.1 inh: -4; GALK inh: 3%; CXXC DNA block: -4%

What do the screens show for `Cc1cc(C)n2nc(S(=O)(=O)NC3CCCCC3)nc2n1`?
USP2a inh: 1%; hERG WT inh: 4; Menin MLL FP TR: 0%; TRPV1 ag: -2; Giardia kill: -5; Coupling enz: 3; PKM2 act: 3%; B2AR arrestin: -1.3%; KCNH2 3.1 inh: 1; GALK inh: 0%; CXXC DNA block: 11%

What do the screens show for `CN(C)CCN(C(=O)c1ccc2c(c1)OCCO2)c1nc2c(Cl)cccc2s1`?
USP2a inh: -1%; hERG WT inh: 18; Menin MLL FP TR: -13%; TRPV1 ag: -6; Giardia kill: -21; Coupling enz: -1; PKM2 act: 0%; B2AR arrestin: -0.6%; KCNH2 3.1 inh: 0; GALK inh: 6%; CXXC DNA block: -9%

Results for CC(C)CC(=O)Nc1nnc(S(=O)(=O)N(C)c2ccc(Cl)cc2)s1 ?
USP2a inh: -1%; hERG WT inh: 8; Menin MLL FP TR: 77%[activator]; TRPV1 ag: 0; Giardia kill: 7; Coupling enz: 3; B2AR arrestin: -0.4%; KCNH2 3.1 inh: -12; GALK inh: 4%; CXXC DNA block: 0%

Results for NC1=NC(=O)/C(=C/c2ccc(Br)cc2)S1 ?
USP2a inh: 1%; hERG WT inh: -5; Menin MLL FP TR: inconclusive; TRPV1 ag: -5; Giardia kill: inconclusive; Coupling enz: 0; PKM2 act: 1%; B2AR arrestin: -0.1%; KCNH2 3.1 inh: 17; GALK inh: -7%; CXXC DNA block: 27%

What do the screens show for `O=C(O)CCc1nc(-c2ccccc2)no1`?
USP2a inh: 2%; hERG WT inh: -5; Menin MLL FP TR: -5%; TRPV1 ag: -2; Giardia kill: -9; Coupling enz: -1; PKM2 act: 0%; B2AR arrestin: -4.1%; KCNH2 3.1 inh: 3; GALK inh: 3%; CXXC DNA block: -20%

How did Cc1cc(N(C)/N=C/c2ccccc2)nc(-c2ccccc2O)n1 do in these assays?
USP2a inh: 4%; Menin MLL FP TR: 18%; TRPV1 ag: -1; Giardia kill: -28; Coupling enz: 0; PKM2 act: -3%; B2AR arrestin: -0.1%; KCNH2 3.1 inh: -3; GALK inh: -2%; CXXC DNA block: -7%
